# M1AAP inhibition = malaria alanyl aminopeptidase activity blockers – biochemical, fluorogenic H-Leu-NHMec substrate, 1536-well (AID 1445). one-dose inhibition, % at 30 µM; IC50 in µM for titrated hits. recombinant M1AAP, H-Leu-NHMec fluorogenic kinetic assay; higher % means a stronger effect. hit rate 0.42% among 220,000;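 active = primary inhibition above the hit cutoff, then over 50% inhibition at one or more dose response concentrations, cut at about 23% in these data, passing the limit was not always enough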;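 also: plate controls were DMSO full reaction for no effect and no enzyme background for full effect; strong numbers were not always called active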
# Dynein cargo inh = blocks dynein driven cargo transport along microtubules. hit rate 0.47% among 220,000. AID 1381. z-score, hits read low. 3617.4 mouse cells, GR-EGFP nuclear translocation imaging; test concentration mostly 20 µM; stimulated with dexamethasone, 1 µM; stronger effect = lower value;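 active = plate z-score of nuclear minus cytoplasmic receptor signal below a set negative limit, without overly bright fluorescence or cell loss, cut at about -3.5 in these data, passing the limit was not always enough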;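 also: z-score of nuclear minus cytoplasmic ring GR-EGFP intensity difference per well; some compounds called inactive have numbers as strong as hits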
#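 Buffer or medium – tet-free medium with charcoal-stripped serum · Signal – automated 10x imaging of fixed Hoechst-stained cells · Also added – dexamethasone agonist, 1.0 µM final, for 30 min · Incubation – induction 48 h, compound 1 h, agonist 30 min · Read-out – GR-EGFP nuclear translocation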
# Autophagy HCS = autophagy modulation, high-content screen. calls only at 10 µM (by protocol). hit rate 0.98% among 190,000. AID 463193. MEF GFP-LC3 puncta imaging; test concentration mostly 10 µM;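 active = percentage of spot-positive cells more than 3 SD above its plate mean, without a fluorescence outlier flag or 80% toxicity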;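 also: spot-positive cell cutoff set from DMSO-treated cells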
# CSM14.1 death rescue = rescue of cells from ER stress-induced death, primary screen, 384-well, CSM14.1, thapsigargin, ATP luminescence (AID 1222). cellular ATP content (survival), % at 20 µM; hits with a dose series show EC50 in µM. 190,000 tested, under 10 active. CSM14.1 thapsigargin-induced death rescue, ATP luminescence; higher % means a stronger effect;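 active = EC50 below 50 µM in the dose-response confirmation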;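 also: death triggered by thapsigargin at about 15 µM added after 2 h compound pretreatment; cell ATP read after overnight thapsigargin exposure of roughly 18 to 22 hours; normalized against plate controls of thapsigargin alone and 5% DMSO vehicle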
# Insulin prom up = MIN6 insulin promoter up-regulation; MIN6 insulin promoter-GFP reporter, high-content imaging; stronger effect = higher value; AID 1625; hit rate 0.3% among 190,000; z-score at 5 µM;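 active = z-score above 3 at 5 µM with at least 500 cells counted in the well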
# M17LAP inhibition = P. falciparum M17LAP inhibitors, primary screen, biochemical, fluorogenic H-Leu-NHMec substrate, 1536-well (AID 1619); recombinant M17LAP, H-Leu-NHMec fluorogenic kinetic assay; higher % means a stronger effect; inhibition, % at 30 µM; hits with a dose series show IC50 in µM; hit rate 0.38% among 220,000;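 active = compound inhibiting the enzyme by more than half at any dose during confirmatory dose-response retesting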;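 also: plate controls were full reaction with DMSO carrier for no effect and no enzyme background for full effect; strong numbers were not always called active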
# b-catenin transl = modulators of beta-catenin nuclear translocation. hit rate 0.3% among 190,000. nuclear translocation activity, % at 5 µM. HeLa beta-catenin nuclear translocation, immunofluorescence imaging;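 active = nuclear translocation activity above 50% at 5 µM, with a well cell count of 50 or more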;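 also: per-cell ratio of nuclear to cytoplasmic median beta-catenin stain intensity; plate controls were DMSO negative control for no effect and GSK-3 inhibitor IX positive control for full effect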
#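 Test system: human HeLa cells, native beta-catenin. Compound dosing: 5 µM primary single dose, 0.1% DMSO, 0.02–20 µM confirmation series. Incubation: compound exposure 24 h at 37°C. Detection: beta-catenin immunostaining with DAPI counterstain, 20x imaging, 6 fields/well. Read-out basis: Nuclear/cytoplasmic beta-catenin signal ratio, % activation.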
# MT stabilize HCS = stabilizes microtubules in HeLa cells | HeLa tubulin immunostaining HCS, 24 h; share of cells brighter than vehicle mean+2SD | % tubulin-high responders, % at 10 µM | hit rate 0.83% among 200,000 | AID 2205;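 active = plate Z-score above 3 for both tubulin-high and condensed-nucleus cell shares, with cell loss under 80%, at 10 µM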;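 also: anti alpha tubulin signal scored within the nucleus-defined area of each cell; some results filed as inactive read as strong as hits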
# UTI89 phage lysis = protection from phage-mediated lysis, alamar blue read-out – E. coli UTI89, K1F phage, bacterial capsule biogenesis inhibitors (AID 488966); inhibition, % at 100 µM, or IC50 in µM where a hit was titrated; hit rate 0.02% among 340,000; E. coli UTI89 K1F phage lysis, alamar blue, 2 h; higher % means a stronger effect;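 active = phage lysis inhibition, versus mean bacterial control, above a set limit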;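 also: capsule biogenesis inhibitors block K1F phage lysis so surviving cells raise fluorescence; higher fluorescence means more inhibition of phage lysis; actives were called in the ten point dose series up to 300 µM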
# Dynein cargo inh cytoplasmic EGFP = also measured in Dynein cargo inh; calls as there; z-score; measured here: cytoplasmic GR-EGFP intensity; stronger effect = higher value
# Dynein cargo inh nuclear GR-EGFP = also measured in Dynein cargo inh; calls as there; z-score; measured here: nuclear GR-EGFP intensity;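 lower value marks the stronger effect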
# Dynein cargo inh cell count = also measured in Dynein cargo inh; calls as there; z-score; measured here: cell count per field
# Insulin prom up cell count = also measured in Insulin prom up; calls as there; cell count; measured here: cytotoxicity, nuclei count;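 total cells summed across four imaged fields per well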
# b-catenin transl cell count 5 µM = further read-out of b-catenin transl, marked with its call; cell count; measured here: cell count, cytotoxicity flag
# MT stabilize HCS Hoechst-high % = second read-out of MT stabilize HCS, no call of its own (marks repeat the call); % Hoechst-high responders; measured here: nuclear condensation Hoechst responders;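 share of cells brighter than vehicle mean plus two SD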
# MT stabilize HCS cytotoxicity % = recorded beside MT stabilize HCS, whose call it bears; toxicity, %; measured here: cytotoxicity by cell density;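 0% = mean cell density of plate MIN control wells and 100% = no cells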
# Autophagy HCS cell loss 18 h = also measured in Autophagy HCS; calls as there; toxicity, %; measured here: cell loss, nuclei count;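 cell loss after 18 h compound exposure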
# * hit, by the source's call; i = inactive; x = not tested or not shown; + = active, no number; [ ] = another dose, or the depositor's remark.
# Below each SMILES – Dynein cargo inh cytoplasmic EGFP, M17LAP inhibition, b-catenin transl, Insulin prom up, Autophagy HCS, Dynein cargo inh, Dynein cargo inh cell count, Autophagy HCS cell loss 18 h, M1AAP inhibition, MT stabilize HCS cytotoxicity %, Insulin prom up cell count, Dynein cargo inh nuclear GR-EGFP, MT stabilize HCS Hoechst-high %, b-catenin transl cell count 5 µM, CSM14.1 death rescue, MT stabilize HCS, UTI89 phage lysis
- O=C(Oc1ccc(Br)cc1)C1CC(=O)N(c2ccc(F)cc2)C1 (stereo unspecified)
    -0.16, -5%, x, 0.14, i, 2.4, -2.1, 4, 8%, 7.5, 1222, 1.4, 1.7, x, -0.9%, 2.8, -1.8%
- O=C(O)CCC(=O)c1ccc2c(c1)CCCC2
    -0.24, 3%, 4.8, x, i, 0.36, 0.65, 7, 0%, 5.7, x, 0.073, 1.8, 534, -2.0%, 2.0, -0.3%
- COC(=O)c1ccccc1NC(=O)Cn1c(-c2nonc2N)nc2ccccc21
    0.45, 12%, 27, -0.28, +, 0.18, 0.11, 68*, 1%, 42*, 1301, 0.028, 48*, 607, -3.0%, 19*, 5.6%
- CCOc1cc(/C=N/NC(=O)CN2CCCCC2)ccc1OCc1ccc(Cl)cc1
    -0.056, 8%, 2.3, -0.21, i, 2.1, -2.6, 26, 10%, 5.7, 1232, 1.8, 1.1, 830, 2.3%, 2.3, 1.0%
- CCOC(=O)c1nccnc1C(=O)Nc1ccc(C(F)(F)F)cc1
    -0.28, 0%, -0.5, -0.15, i, -0.018, -0.61, -1, 13%, 11, 1137, 0.67, 3.9, 1080, -0.4%, 3.7, 0.2%
- O=S(=O)(c1ccc(NC(=S)NC2CCCC2)cc1)N1CCCC1
    -0.26, -1%, -2.1, 0.34, i, -0.76, 0.68, -7, 9%, 7.0, 1539, -0.35, 2.0, 973, -2.2%, 1.5, 0.9%
- COc1ccc(O)c(/C=N/N=C2/C(=O)Nc3ccccc32)c1
    -0.32, 4%, 5.1, -1.2, i, -0.5, 0.11, 26, 9%, 0.2, 1232, 0.057, 2.2, 984, -4.7%, 2.5, 0.0%
- O=C(N/N=C\c1ccc([N+](=O)[O-])s1)c1cncc(Br)c1
    -0.051, 2%, 1.9, -2.1, i, -0.55, 0.4, 10, -1%, 2.8, 677, -0.39, 2.1, 439, 1.7%, 2.6, -0.6%
- CCc1cccc(CC)c1NC(=S)N1CCn2cccc2C1c1ccncc1 (stereo unspecified)
    -0.34, 1%, 1.9, -0.31, i, -0.43, 0.42, -4, 4%, 8.0, 1343, -0.24, 3.2, 1030, x, 2.5, 0.3%
- Cc1ccc(/C=c2\sc3n(c2=O)CN(c2ccc(Br)cc2)CN=3)o1
    -0.33, 21%, 2.3, 0.45, i, 1.3, -0.55, 36, 15%, 5.9, 1142, 1.1, 2.6, 914, 0.2%, 8.8, 2.7%
- Cc1ccc(S(=O)(=O)N[C@H](C(=O)OCC(=O)N2N=C(c3ccc(Cl)cc3)CC2c2ccco2)C(C)C)cc1 (stereo partly specified)
    -0.24, 3%, -2.2, -2, i, 0.39, -0.16, -3, 14%, 9.2, 1327, 0.51, 3.1, 1000, -1.6%, 4.2, 3.9%
- COc1ccc(/C=N/n2c(N)c(S(=O)(=O)c3cccs3)c3nc4ccccc4nc32)cc1OC
    0.21, 2%, -4.8, -2.6, i, -0.19, 0.58, -18, 9%, 5.7, 868, 0.069, 1.6, 1227, -2.5%, 1.4, -0.4%
- N#Cc1nc(Cc2cccc3ccccc23)oc1NCCN1CCCCC1
    -0.14, -3%, -3.4, 1.5, i, -0.38, -0.42, 6, 4%, 4.6, 1551, 0.11, 2.2, 782, 0.4%, 5.1, 12%
- CN(C)c1ccc2c(c1)OC(N)=C(C#N)C2c1cccc(F)c1 (stereo unspecified)
    4.4, -3%, 99*, -0.14, i, 0.003, -0.37, 48, 16%, 48, 649, 1.1, 33, 487*, -2.2%, 7.7, -0.1%
- O=C(O)c1ccccc1-c1ccccc1C(=O)Nc1cccc(-c2nc3ccccc3o2)c1
    -0.19, 42%, 0.6, x, i, 0.61, -0.65, 23, 16µM*, 3.1, x, 0.26, 0.9, 1017, 1.3%, 1.3, -1.1%
- COc1ccccc1-n1cc(CN2CCN(CC(C)C)C(CCO)C2)cn1 (stereo unspecified)
    -0.31, x, 1.5, 0.28, i, 0.43, 0.29, 15, x, 4.4, 1388, 0.72, 1.5, 964, 0.0%, 1.2, -0.2%
- CC(C)CC(=O)NCC(C)NC(=O)CC(C)C (stereo unspecified)
    -0.24, -3%, x, 1.8, i, 0.33, 1.4, -3, -1%, 31, 1255, 0.39, 1.4, x, -1.6%, 2.6, 0.1%
- CCC(=O)Nc1cc2nn(-c3ccc(OC)cc3)nc2cc1C
    -0.11, -2%, -2.6, -0.97, i, 0.63, -1, 24, 4%, 3.3, 1151, 0.64, 1.8, 768, -6.4%, 2.6, -0.6%
- O=C(Nc1cccc([N+](=O)[O-])c1)C1C2/C=C\CCCCC21 (stereo unspecified)
    0.61, 0%, 0.5, 0.07, i, -0.5, 0.52, -2, 6%, 4.3, 1475, -0.032, 1.7, 1497, 0.7%, 1.9, -0.3%
- CC1(C)CC2(CCCN(C(=S)Nc3ccccc3)C2)CCO1 (stereo unspecified)
    -0.054, x, -0.7, 1.4, x, 0.42, 0.18, x, x, x, 1009, 0.77, x, 1251, x, x, -2.3%
- CC(C)CC1NC(=O)N(CC(=O)Nc2ccc3c(c2)CCC3)C1=O (stereo unspecified)
    -0.15, 27%, 0.9, -0.3, i, -0.61, 0.57, -6, 9%, 8.6, 1139, -0.43, 2.3, 1127, -2.2%, 2.0, 0.2%
- COC(=O)NNC(=S)Nc1cc(OC)ccc1OC
    -0.094, 0%, x, x, i, 0.2, -0.57, 10, -7%, 8.9, x, 0.46, 1.2, x, 0.2%, 2.4, 4.8%
- O=C(CN1CCOCC1)NCC12CC3CC(CC(C3)C1)C2
    -0.23, -4%, 1.2, 0.58, i, -0.38, 0.76, -3, 0%, 14, 1573, 0.02, 3.8, 1318, 1.6%, 4.5, 1.3%
- CSCCC(NS(=O)(=O)/C=C/c1ccccc1)C(=O)O (stereo unspecified)
    -0.17, 9%, -2.9, -0.23, i, -0.83, 0.046, 13, 1%, 7.1, 1533, -0.79, 1.8, 1180, 0.2%, 2.0, 0.1%
- C=CCN=C1S/C(=C\c2ccc(Cl)cc2)C(=O)N1CC=C
    -0.23, 6%, 0.2, -1.3, x, -0.64, 0.075, x, 4%, x, 1105, 0.091, x, 1376, x, x, x
- CCOc1ccccc1NC(=O)C1CCCN(S(=O)(=O)c2cccc3cccnc23)C1 (stereo unspecified)
    -0.085, -2%, 3.1, -0.59, x, 1.6, -0.79, x, -5%, 5.3, 1670, 1.2, 1.4, 1040, x, 8.1, -0.7%
- Cc1ccc(S(=O)(=O)Cc2ccc(C(=O)O)o2)cc1
    -0.22, 3%, 2.1, 0.91, i, -0.33, -0.8, 6, 2%, 1.7, 774, -0.26, 2.5, 1138, 2.3%, 2.3, 0.2%
- Cc1cc(C(=O)CCl)c(C)n1-c1c(C)n(C)n(-c2ccccc2)c1=O
    0.24, 4%, 4.5, 1.9, i, -3, 0.51, 74, -2%, 2.9, 896, -1.5, 4.1, 1005, 3.1%, 5.6, 0.9%
- COC(=O)c1scc(C#N)c1N/N=C(\C#N)S(=O)(=O)c1ccc(Cl)cc1
    -0.17, -3%, 0.6, 0.2, x, -0.13, 0.21, x, 3%, x, 898, 0.41, x, 1340, x, x, x
- CN(NS(=O)(=O)c1ccc(Br)cc1)c1nc(C(F)(F)F)nc2ccccc12
    -0.1, 11%, 0.7, 0.05, i, 1.1, -1.3, 3, 1%, 0.9, 1076, 0.61, 2.0, 1034, -0.1%, 3.6, -0.2%
- CC[n+]1ccc(C)c2cc(P(=O)(c3ccccc3)c3ccccc3)ccc21
    -0.29, 11%, -1.4, -0.75, i, 0.15, 0.068, 4, 3%, 6.6, 1372, 0.18, 2.1, 1074, -0.7%, 3.2, 1.4%
- Cc1ccc(CNc2oc(-c3cccs3)nc2C#N)cc1
    -0.28, -30%, 0.5, x, i, -0.18, 0.44, -2, 16%, 6.6, x, -0.39, 2.1, 1037, 1.3%, 4.9, 5.1%
- Cc1cc(NCc2ccco2)n2ncnc2n1
    0.014, 20%, -0.2, -0.44, i, 0.52, -0.15, -14, 7%, 7.5, 1514, 0.68, 1.9, 1080, -0.8%, 1.2, 3.0%[50 µM]
- CN(C)S(=O)(=O)NCc1ccc2c(c1)OCO2
    -0.18, -6%, 1.5, 0.24, i, 1, -1.2, 1, 7%, 60, 1361, 1.2, 1.8, 1044, x, 5.0, 0.6%
- CCC(=O)Nc1cccc(NC(=O)c2ccc3c(c2)OCO3)c1
    -0.19, 6%, -4.1, 0.21, i, -0.63, -0.17, 7, 4%, 5.0, 2061, -0.073, 2.2, 1161, -3.5%, 5.0, 0.3%
- COc1ccc(/C=N/NS(=O)(=O)c2ccccc2)cc1OS(=O)(=O)c1ccc(C)cc1
    -0.14, -1%, -2.5, 1, i, 0.54, 0.63, -5, 9%, 8.7, 712, 0.74, 1.4, 1166, 3.7%, 1.5, 3.6%
- O=C(CNC(=O)c1cccs1)c1ccc(F)cc1
    -0.2, 16%, -3.5, 0.32, i, 1.8, -1.4, 2, 1%, 5.3, 1181, 1.2, 1.8, 1200, -3.0%, 4.8, 1.3%
